# T cruzi growth = blocks T. cruzi growth in NIH3T3 culture. actives 5.9% (n = 77,000). T. cruzi beta-gal in NIH3T3, GalScreen luminescence, 90 h. inhibition, % at 8.34 µM. AID 624255;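 active = mean inhibition above about 93%, with at least 55% of replicates each passing it, limit read from the data, passing the limit was not always enough; inconclusive = only one of those two conditions holds; inactive = neither condition holds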
# GASC1 inh = inhibitors of human demethylase GASC-1 KDM4C; GST-KDM4C 2-372, H3K9me3 peptide, LANCE TR-FRET; AID 720574; actives 0.15% (n = 96,000); inhibition, % at 12.5 µM; Q9H3R0;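 active = mean replicate inhibition above about 25%, with at least 55% of replicates also reaching it, limit read from the data, passing the limit was not always enough; inconclusive = only one of those two conditions met; inactive = neither condition met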
# Target sequence (Q9H3R0 2-372 limits assumed): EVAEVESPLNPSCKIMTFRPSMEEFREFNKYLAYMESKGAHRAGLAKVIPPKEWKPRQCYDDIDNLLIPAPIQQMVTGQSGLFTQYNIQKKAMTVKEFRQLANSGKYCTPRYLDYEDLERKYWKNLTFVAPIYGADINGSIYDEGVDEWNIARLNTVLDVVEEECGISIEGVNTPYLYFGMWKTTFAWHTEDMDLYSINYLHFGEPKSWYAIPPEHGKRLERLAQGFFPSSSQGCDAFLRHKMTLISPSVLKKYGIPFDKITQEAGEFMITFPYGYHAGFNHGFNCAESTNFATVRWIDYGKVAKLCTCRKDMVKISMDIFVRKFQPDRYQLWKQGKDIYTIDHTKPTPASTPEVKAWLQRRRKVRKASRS
#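 reagent = H3K9me3 peptide substrate, Fe(II), 2-oxoglutarate | system = GST-tagged GASC-1 (JMJD2C) catalytic fragment, aa 2-372 | amount = enzyme final amount 10 nM | read-out = Fall in 671/618 emission ratio as inhibition | medium = HEPES buffer, pH 7.5, plus ascorbate | schedule = 30 min reaction, 60 min detection, RT | measured by = LANCE TR-FRET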
# Pf Dd2 growth = P. falciparum Dd2 growth inhibition; activity change, % at 10 µM; SYBR Green, 72 h; stronger effect = lower value; actives 2.3% (n = 94,000); in the data active = activity change below about -80%; inconclusive = no clear call, values can overlap the other calls
# C diff HTS = blocks growth of Clostridium difficile. actives 0.25% (n = 86,000). growth activity, negative = inhibition, % at 16 µg/mL (by protocol). Clostridium difficile clinical isolate growth, OD600, 24 h; stronger effect = lower value;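 active = mean growth activity at or below -80% and every replicate also at or below -80%; inconclusive = mean at or below -80% but some replicate above -80%; inactive = mean growth activity above -80%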;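 also: 0% = DMSO wells and -100% = levofloxacin 16 µg/mL wells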
# * = called active by the depositor; ? = inconclusive; nt = no result given; & = joins results of further samples.
SMILES,T cruzi growth,GASC1 inh,Pf Dd2 growth,C diff HTS
C[C@H](CO)N1C[C@H](C)[C@@H](CN(C)C)Oc2ccc(NC(=O)CCCCCC(=O)Nc3ccccc3N)cc2CC1=O,nt,1.2,-9,6&1
C[C@@H]1CCCCO[C@@H](CN(C)Cc2ccc(Cl)c(Cl)c2)[C@H](C)CN([C@H](C)CO)C(=O)c2cc(NC(=O)Nc3ccc(F)cc3)ccc2O1,?,0.0,-83*,nt
C/C=C/c1ccc([C@@H]2[C@@H](CO)N(c3nc(-c4ccccc4)cs3)[C@H]2C#N)cc1,nt,-3.0,31,8
COCC(=O)N(C)C[C@H]1Oc2cc(C#CC3CC3)ccc2S(=O)(=O)N([C@@H](C)CO)C[C@H]1C,-37,0.6,24,3
COc1ccc(NC(=O)N2CCCCN3[C@H](C2)[C@@H](c2ccc(-c4ccccc4C)cc2)[C@@H]3CO)cc1,98*,-1.3,-26,16
COc1ccc(CN(C)C[C@H]2Oc3c(NC(=O)Nc4ccc(OC)cc4)cccc3C(=O)N([C@@H](C)CO)C[C@H]2C)cc1,-27,-0.5,-30,23
COc1ccc(S(=O)(=O)N(C)C[C@H]2Oc3c(NC(=O)Nc4ccc(C(F)(F)F)cc4)cccc3C(=O)N([C@H](C)CO)C[C@@H]2C)cc1,nt,-1.5,-12,8
Cc1ccc(S(=O)(=O)Nc2ccc3c(c2)CC(=O)N([C@H](C)CO)C[C@@H](C)[C@H](CN(C)S(C)(=O)=O)O3)cc1,14,15,15,-1
CO[C@@H]1CN(C)C(=O)c2cc(NC(=O)C3CC3)ccc2OC[C@H](C)N(Cc2ccccc2)C[C@@H]1C,21,0.1,-23,-1
C[C@H](CO)N1C[C@H](C)[C@@H](CN(C)CC2CC2)Oc2c(NC(=O)Nc3cccc4ccccc34)cccc2C1=O,15,nt,9,-3
O=C(C[C@@H]1CC[C@H]2[C@@H](COC[C@@H](O)CN2C(=O)c2ccccn2)O1)N1CCN(c2ccccc2)CC1,0,2.4,-1,nt
CO[C@@H]1CN(C)C(=O)c2cc(NS(=O)(=O)CC(F)(F)F)ccc2OC[C@@H](C)N(CCC(F)(F)F)C[C@H]1C,57,0.3,-7,nt
C[C@@H]1CN([C@H](C)CO)C(=O)c2ccccc2-c2ccccc2CO[C@@H]1CN(C)C(=O)Nc1ccccc1C(F)(F)F,18,-1.2,-26,-3
C[C@H]1CN([C@@H](C)CO)C(=O)c2cc(NC(=O)Nc3ccc(F)cc3)ccc2O[C@H]1CN(C)C,nt,3.6,-9,5
CO[C@H]1CN(C)C(=O)c2cc(NS(=O)(=O)c3ccccc3)ccc2OC[C@@H](C)N(Cc2cccnc2)C[C@@H]1C,89,-0.7,5,nt
N#C[C@H]1[C@@H](c2ccccc2-c2ccccc2)[C@H](CO)N1C(=O)NC1CCCCC1,nt,1.1,-14,0
Cc1noc(C)c1NC(=O)N(C)C[C@@H]1Oc2c(NS(=O)(=O)c3ccc(F)cc3)cccc2C(=O)N([C@H](C)CO)C[C@H]1C,9,6.0,14,-8
O=C(N[C@@H]1CC[C@@H](CCn2cc(C3CC3)nn2)O[C@H]1CO)c1cccnc1,-11,-1.3,12,nt
O=C(c1ccccn1)N1C[C@@H]2[C@H](c3ccccc31)[C@@H](CO)N2C(=O)C1CC1,-3,0.2,-3,6
O=C(C[C@H]1CC[C@@H]2[C@H](COC[C@@H](O)CN2Cc2cc(F)cc(F)c2)O1)NC1CCCC1,64,-0.2,-32,-4&-8
CCCNC(=O)N1[C@H](CO)[C@@H](c2ccc(-c3cccnc3)cc2)[C@@H]1C#N,35,-0.5,-1,-3
Cc1noc(C)c1S(=O)(=O)Nc1ccc2c(c1)CC(=O)N([C@H](C)CO)C[C@H](C)[C@H](CN(C)S(=O)(=O)c1cccs1)O2,-36,-1.6,-44,2
O=C(Cc1ccccc1)N[C@@H]1C=C[C@@H](CC(=O)N2CCOCC2)O[C@@H]1CO,8,-0.1,2,nt
COCC(=O)N1[C@@H](C#N)[C@@H](c2ccccc2-c2ccc(C)cc2)[C@@H]1CO,nt,0.2,-63,6
C[C@@H]1CN([C@@H](C)CO)C(=O)Cc2cc(NC(=O)NC3CCCCC3)ccc2O[C@H]1CN(C)Cc1ccc(-c2ccccc2)cc1,-17,-0.9,-34,75

# 7 of the compounds above, with two lines to a compound:
# Fields: T cruzi growth | GASC1 inh | Pf Dd2 growth | C diff HTS
> CO[C@H]1CN(C)C(=O)c2cc(NS(=O)(=O)c3ccccc3)ccc2OC[C@@H](C)N(Cc2cccnc2)C[C@@H]1C
  89 | -0.7 | 5 | nt
> N#C[C@H]1[C@@H](c2ccccc2-c2ccccc2)[C@H](CO)N1C(=O)NC1CCCCC1
  nt | 1.1 | -14 | 0
> Cc1noc(C)c1NC(=O)N(C)C[C@@H]1Oc2c(NS(=O)(=O)c3ccc(F)cc3)cccc2C(=O)N([C@H](C)CO)C[C@H]1C
  9 | 6.0 | 14 | -8
> O=C(N[C@@H]1CC[C@@H](CCn2cc(C3CC3)nn2)O[C@H]1CO)c1cccnc1
  -11 | -1.3 | 12 | nt
> O=C(c1ccccn1)N1C[C@@H]2[C@H](c3ccccc31)[C@@H](CO)N2C(=O)C1CC1
  -3 | 0.2 | -3 | 6
> O=C(C[C@H]1CC[C@@H]2[C@H](COC[C@@H](O)CN2Cc2cc(F)cc(F)c2)O1)NC1CCCC1
  64 | -0.2 | -32 | -4&-8
> CCCNC(=O)N1[C@H](CO)[C@@H](c2ccc(-c3cccnc3)cc2)[C@@H]1C#N
  35 | -0.5 | -1 | -3

# Continued:
SMILES,T cruzi growth,GASC1 inh,Pf Dd2 growth,C diff HTS
Cc1ccc(CN(C)C[C@H]2OCc3cn(nn3)CCCC(=O)N([C@@H](C)CO)C[C@H]2C)cc1,1,0.9,8,nt
COc1ccc2c3c(n(C)c2c1)[C@H](CO)N(CC1CC1)CC31CN(C(=O)CC2CC2)C1,nt,-0.1,7,5
O=C(C[C@@H]1CC[C@H](NC(=O)CC2CC2)[C@@H](CO)O1)NCC(F)(F)F,49,-0.8,-15,nt
O=C(Cc1ccncc1)NCC[C@@H]1CC[C@@H](NC(=O)Nc2ccc(F)cc2)[C@@H](CO)O1,-5,-1.7,-5,1
O=C(Nc1ccccc1F)N1CCCCN2[C@H](CO)[C@H](c3ccc(C4=CCCC4)cc3)[C@@H]2C1,110*,-1.7,1,-7
O=C(Nc1ccc(F)cc1)N[C@H]1CC[C@@H](CCn2cc(C3(O)CCCC3)nn2)O[C@H]1CO,44,5.4,6,2
COc1ccc(S(=O)(=O)N[C@H]2C=C[C@H](CC(=O)NCCc3ccccc3)O[C@H]2CO)cc1,-30,-0.9,1,-1
CN(C)C(=O)C[C@H]1CC[C@H]2[C@H](COc3ccc(NS(=O)(=O)c4cccc(F)c4)cc3C(=O)N2C)O1,39,2.2,7,8
CN(C)CCCNC(=O)C[C@@H]1CC[C@H]2[C@@H](COC[C@H](O)CN2S(=O)(=O)c2ccc(F)cc2)O1,-17,0.9,11,nt
COc1ccc2c3c(n(C)c2c1)[C@H](CO)NCC31CN(C(=O)c2cccc(F)c2)C1,nt,0.8,-1,0
CC(C)NC(=O)N(C)C[C@@H]1Oc2ccc(NC(=O)Cc3cn(C)c4ccccc34)cc2C(=O)N([C@@H](C)CO)C[C@@H]1C,55,-1.1,6,2
COc1ccc(NC(=O)Nc2ccc3c(c2)C(=O)N([C@H](C)CO)C[C@H](C)[C@H](CN(C)S(=O)(=O)c2ccc(OC)cc2)OCCCC[C@@H](C)O3)cc1,10,-0.6,-71,5
CO[C@@H]1CN(C)C(=O)c2cc(NC(=O)C3CCC3)ccc2OC[C@@H](C)N(Cc2ccncc2)C[C@@H]1C,6,1.5,-2,2
C[C@H]1CN([C@@H](C)CO)C(=O)c2cccc(NS(=O)(=O)c3ccc(Cl)cc3)c2O[C@H]1CN(C)CC1CC1,-2,4.6,2,1
C[C@@H]1CN([C@@H](C)CO)C(=O)c2cc(NC(=O)Cn3cnnn3)ccc2O[C@H]1CN(C)Cc1ccc(C(=O)Nc2ccccc2N)cc1,70,0.3,27,-3
C[C@@H]1CN([C@H](C)CO)C(=O)c2cccc(NC(=O)c3cnccn3)c2O[C@@H]1CN(C)S(=O)(=O)c1ccccc1,14,3.3,0,nt
CC(=O)N[C@@H]1CC[C@H](CCNC(=O)C2CCCC2)O[C@H]1CO,nt,-2.0,-2,-3
C[C@@H]1CCCCO[C@@H](CN(C)S(=O)(=O)c2cccs2)[C@@H](C)CN([C@@H](C)CO)C(=O)c2cc(NC(=O)c3ccncc3)ccc2O1,nt,0.5,1,nt
C[C@@H]1CN([C@@H](C)CO)C(=O)Cc2cc(N(C)C)ccc2O[C@@H]1CN(C)Cc1ccc(C(=O)Nc2ccccc2N)cc1,51,0.1,-40,-6
CCNC(=O)Nc1ccc2c(c1)C(=O)N(C)[C@H]1CC[C@@H](CC(=O)NCC3CC3)O[C@@H]1CO2,-29,-0.6,16,0
Cc1noc(C)c1NC(=O)N(C)C[C@H]1Oc2c(NC(=O)Nc3cccc4ccccc34)cccc2C(=O)N([C@H](C)CO)C[C@@H]1C,-44,14,15,0
C[C@@H]1CN([C@@H](C)CO)C(=O)c2cc(C#CC3CC3)cnc2O[C@H]1CN(C)Cc1ccccc1C(=O)O,2,0.1,-8,-8
O=C(N[C@H]1CC[C@H](CCNS(=O)(=O)c2ccccc2Cl)O[C@@H]1CO)c1ccccc1,-16,-0.1,-4,-3
CC(=O)N(C)C[C@H]1Oc2cc(C#C[C@@H](C)O)ccc2S(=O)(=O)N([C@H](C)CO)C[C@@H]1C,23,0.5,30,0
CCNC(=O)C[C@@H]1CC[C@@H](NS(=O)(=O)c2ccc(C)cc2)[C@@H](CO)O1,-55,-0.3,-2,-2

# (listing goes on)
SMILES,T cruzi growth,GASC1 inh,Pf Dd2 growth,C diff HTS
Cc1noc(C)c1NC(=O)Nc1ccc2c(c1)C(=O)N([C@@H](C)CO)C[C@H](C)[C@H](CN(C)S(=O)(=O)c1ccccc1)OCCCC[C@@H](C)O2,5,-2.7,-12,3
CCCN(C)C[C@H]1OCCCC[C@@H](C)Oc2ccc(NC(=O)Nc3ccc(F)cc3)cc2C(=O)N([C@H](C)CO)C[C@@H]1C,100*,-0.8,-66,1
Cc1ccc(S(=O)(=O)N(C)C[C@H]2OCCCC[C@@H](C)Oc3ccc(NC(=O)Cc4ccccc4)cc3C(=O)N([C@@H](C)CO)C[C@@H]2C)cc1,112*,-0.7,-77,nt
COc1ccccc1S(=O)(=O)N[C@@H]1C=C[C@H](CC(=O)NCc2cccc(F)c2)O[C@@H]1CO,2,-0.8,2,-1
O=C(NCc1ccccc1)[C@H]1N[C@H]2c3ccc(-c4ccccc4)c(=O)n3C[C@H]2[C@@H]1CO,60,-2.1,-3,-6
O=C(C[C@H]1C[C@H]2c3cc(NS(=O)(=O)c4ccc(F)cc4)ccc3O[C@H]2[C@H](CO)O1)NCCN1CCCCC1,12,-1.1,-31,-6
C[C@@H]1CCCCO[C@@H](CN(C)Cc2ccc(Cl)c(Cl)c2)[C@@H](C)CN([C@H](C)CO)C(=O)c2cc(NC(=O)Nc3cccc4ccccc34)ccc2O1,120*,1.3,-18,-13
Cc1noc(C)c1S(=O)(=O)Nc1ccc2c(c1)C(=O)N([C@@H](C)CO)C[C@@H](C)[C@H](CN(C)Cc1ccc(Oc3ccccc3)cc1)O2,-6,0.4,-35,nt
C[C@@H](NC(=O)C[C@@H]1CC[C@H](NS(=O)(=O)c2cccc(F)c2)[C@H](CO)O1)c1ccccc1,7,-0.4,9,0
C[C@H](CO)N1C[C@H](C)[C@H](CN(C)C(=O)C2CC2)Oc2ncc(-c3cccnc3)cc2C1=O,7,2.8,35,2
CO[C@@H]1CN(C)C(=O)c2cc(NC(=O)c3cc(C)on3)ccc2OC[C@@H](C)N(C(C)=O)C[C@H]1C,-7,-0.8,27,1
COCC(=O)N1CC(=O)N2[C@H](CO)[C@@H](c3ccc(Br)cc3)[C@@H]2C1,nt,1.3,20,-1
C[C@H]1CN([C@@H](C)CO)S(=O)(=O)c2ccc(-c3cncnc3)cc2O[C@H]1CN(C)C(=O)CN(C)C,-36,0.0,-4,2
O=C(C[C@H]1CC[C@@H]2NC[C@@H](O)COC[C@H]2O1)NCCc1ccccc1,9,0.2,5,-1
C[C@H]1CN([C@@H](C)CO)S(=O)(=O)c2ccc(C#Cc3ccccc3)cc2O[C@H]1CN(C)S(=O)(=O)c1ccccc1F,123*,-3.8,-64,10
COc1ccccc1S(=O)(=O)N[C@H]1CC[C@H](CCNC(=O)C2CCOCC2)O[C@H]1CO,-43,0.9,13,-3
C[C@@H]1CN([C@@H](C)CO)S(=O)(=O)c2ccc(C#CC(C)(C)O)cc2O[C@@H]1CN(C)Cc1ccc(-c2ccccc2)cc1,121*,1.0,-6,7
COc1ccc2c3c(n(C)c2c1)[C@@H](CO)N(C(=O)Nc1cccc(F)c1)CC31CN(C)C1,nt,-0.1,-71,-5
COc1ccc(C#Cc2ccc3c(c2)O[C@@H](CN(C)C)[C@H](C)CN([C@H](C)CO)S3(=O)=O)cc1,87,-0.1,-37,8
